CHX counter: counter-screen for Shiga toxin inhibitors: cycloheximide protein synthesis inhibition | cell reporter, cycloheximide protein synthesis inhibition counterscreen | max response, % | 12% of 300,000 active | AID 2314; in the data active = max response mostly above about 13%, no sharp cut-off; inactive = mostly below about 14%; note: read at 38.3 µM for the half of the compounds with a filed dose; 0% is about no effect
Tb PYK inh: blocks Trypanosoma brucei pyruvate kinase. Q57TT1. TbPYK enzyme, Kinase-Glo Plus ATP luminescence, 45 min. Potency, µM (titrated, usually from 76.8 µM), inactives show top-dose activity, negative = inhibition, most hits filed as inhibitors. 0.12% of 410,000 active. AID 624173; note: potency is the fitted concentration of half-maximal effect; % is set by controls: 0 for no effect and ±100 for the full control effect; nearly all actives have a fitted effect of over 50% in size
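Screened from lowest to highest concentration, compounds were pinned into TbPYK/substrate mixtures, and ADP (130 uM final) was added. Plates sat at room temperature for 45 min prior to Kinase-Glo Plus detection by luminescence.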
AMA1-RON2 inh: AMA1-RON2 (P. falciparum) interaction inhibition | 0.2% of 360,000 active | Potency, µM (doses to about 58.2 µM), without a hit: top-dose activity change, negative = inhibition, actives largely listed as inhibitors | AlphaScreen AMA1-biotinylated RON2 peptide binding;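 note: potency is the fitted concentration of half-maximal effect; 0% = vehicle wells and -100% = peptide control; nearly all actives have a fitted effect of over 45% in size; some results filed as inactive show a strong effect at the top dose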
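AMA1 (3D7) with his tag at 25 nM final met compounds first, then biotinylated RON2 peptide at 25 nM; detection used donor plus acceptor beads, 10 µg/mL apiece, read by AlphaScreen after 30 min at room temperature.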
Shiga toxin inh: blocks Shiga toxin action in Vero cells | Vero cells, Shiga toxin protein synthesis inhibition reporter | inhibition, % at 38.7 µM | 9.2% of 290,000 active; in the data active = inhibition mostly above about 28%, no sharp cut-off; inactive = mostly below about 43%; note: 0% is about no effect
Pf growth 48h: inhibits P. falciparum growth in the first generation, 48 h | P. falciparum luciferase growth in erythrocytes, 48 h | Potency, µM (highest dose often 28.7 µM), without a hit: at the top dose activity change, negative = inhibition, usual class: inhibitors | 5.9% of 310,000 active; note: potency is the fitted concentration of half-maximal effect; % is set by controls: 0 for no effect and ±100 for the full control effect
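Luciferase-expressing parasites in RBCs, 2% Hct / 0.1% parasitemia final; RPMI 1640 + 0.5% Albumax; 37 C, 5% CO2, one generation; luminescence read-out, lower signal = inhibition.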
Pf growth 96h: inhibits malaria parasite growth, 96 h. P. falciparum luciferase reporter growth, 96 h. Potency, µM (top dose mostly 28.7 µM), for the others: top-dose activity change, negative = inhibition, hits mostly inhibitors. 6.9% of 320,000 active; note: potency is the fitted concentration of half-maximal effect; % is set by controls: 0 for no effect and ±100 for the full control effect
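Erythrocytes infected with luciferase-expressing P. falciparum were dispensed at 2% hematocrit and 0.05% parasitemia (final), then incubated with compounds 96 hours at 37 C in 5% CO2. Luminescence after detection reagent addition reported growth.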
LmPK inh: LmPK (Leishmania mexicana) enzyme inhibition | Q27686 | purified LmPK, Kinase-Glo ATP luminescence, 1 h | Potency, µM (doses to about 57.5 µM), for the others: at the top dose activity change, negative = inhibition, most hits filed as inhibitors | 0.37% of 290,000 active | AID 1721; note: potency is the fitted concentration of half-maximal effect; % is set by controls: 0 for no effect and ±100 for the full control effect
Target sequence (Q27686 whole entry, looked up): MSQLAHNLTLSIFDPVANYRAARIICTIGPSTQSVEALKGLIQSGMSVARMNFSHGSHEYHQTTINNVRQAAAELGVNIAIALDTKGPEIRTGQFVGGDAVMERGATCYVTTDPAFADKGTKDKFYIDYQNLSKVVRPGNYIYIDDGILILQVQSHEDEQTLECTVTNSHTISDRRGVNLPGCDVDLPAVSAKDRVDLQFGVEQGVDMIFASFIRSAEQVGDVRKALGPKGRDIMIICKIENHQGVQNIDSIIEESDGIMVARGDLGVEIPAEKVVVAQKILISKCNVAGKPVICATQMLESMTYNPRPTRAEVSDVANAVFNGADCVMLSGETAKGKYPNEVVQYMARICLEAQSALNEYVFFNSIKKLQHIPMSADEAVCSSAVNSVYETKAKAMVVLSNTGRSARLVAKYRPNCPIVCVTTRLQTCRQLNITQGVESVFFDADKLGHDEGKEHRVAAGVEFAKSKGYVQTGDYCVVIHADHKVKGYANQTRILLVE
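Pyruvate kinase activity monitored as ATP production (luciferase luminescence). Conditions: 0.1 nM enzyme, 0.5 mM PEP, 0.1 mM ADP, 1 h, RT; normalized against uninhibited and no-enzyme wells.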
* = called active by the depositor; ? = inconclusive; . = not tested or not shown; & = joins results of further samples; [ ] = another dose, or the depositor's remark. Unless noted, calls come from the whole dose curve; as a rule, active = well fitted curve in the direction sought with a large enough effect; inconclusive = small, poorly fitted or top-dose-only effect, or another doubt; inactive = no such curve, though single readings can be large; an effect the other way counts as inactive or inconclusive.

SMILES	CHX counter	Tb PYK inh	AMA1-RON2 inh	Shiga toxin inh	Pf growth 48h	Pf growth 96h	LmPK inh
Cc1cccc(NC(=O)CCS(=O)(=O)c2ccc3c(c2)NC(=O)CS3)n1	-5	-7%	12%	-3	9%	?	-6%
COc1ccc(NC2CCCN(C(=O)CN3CCOC3=O)C2)cc1OC (configuration not stated)	-3	7%	12%	-5	12%	13%	1%
CCOC(=O)C(Sc1nnc(-c2ccncc2)o1)C(C)=O (configuration not stated)	-1	-10%	55%[activator]	-6	-3%	12%	0%
CC(=O)Nc1ccc(S(=O)(=O)NCCCN2CCN(Cc3ccccc3)CC2)cc1Cl	-2	12%	6%	64	7%	1%	0%
COc1cccc(-n2nnc3c(=O)n(CC(=O)NCC4CCCO4)cnc32)c1 (configuration not stated)	0	5%	-1%	-4	21%	-3%	6%
Cc1cccc(CNc2ncnc3ccc(-c4ccoc4)cc23)c1	.	1%	.	.	15µM*	8.3µM*	.
COc1ccccc1C(=O)C1CCCN(Cc2ccc(Oc3ncccn3)cc2)C1 (configuration not stated)	-1	6%	-6%	-8	-17%	?	-3%
COc1ccc(C(=O)NCC(=O)OCCCOC(=O)CNC(=O)c2ccc(OC)c(OC)c2)cc1OC	-3	8%	-15%	-11	0%	-15%	-5%
CCCCC(=O)N1CCCC(c2nc(-c3cccc(OC)c3)no2)C1 (configuration not stated)	41*	0%	0%	83*	33%[activator]	?	-17%
Cc1cccc(N(C)C(=O)CN(C)S(=O)(=O)c2ccc3c(c2)c(=O)n(C)c(=O)n3C)c1	4	4%	0%	-3	-25%	?	-2%
O=C(N[C@@H](Cc1ccccc1)C(=O)NC1CC1)c1ccc(Cl)cc1	1	3%	8%	57	?	-6%	1%
CN1CCN(S(=O)(=O)c2ccc(-c3ccccc3)cc2)CC1	1	4%	24%	-13	32%[activator]	.	1%
CCCN(CC(=O)Nc1ccccc1C)C(=O)c1cccc(S(=O)(=O)N2CCc3ccccc3C2)c1	-3	0%	-2%	12	?	?	7%
COc1ccccc1N/C(=N/c1nc(C)cc(C)n1)NC(C)=O	-1	.	.	-9	-20%	19%	-2%
COc1ccc(-c2nnc(C3CCN(S(=O)(=O)c4ccccc4)CC3)o2)cc1	1	-21%	-6%	8	?	12%	-2%
COc1ccccc1N(C(=O)c1ccco1)C(C(=O)NC1CCCC1)c1ccc(N2CCOCC2)cc1 (configuration not stated)	-2	0%	-3%	-8	?	16%	-5%
CCCSc1nnc(Sc2nnnn2-c2ccccc2)s1	24	12%	1%	23	13µM*	.	3%
CCn1nnc(NC(=O)c2ccc([N+](=O)[O-])o2)n1	19	3%	-4%	6	20%[5.75 µM]	.	4%
Fc1ccc(N2CCN(Cc3cnc(Cl)s3)CC2)cc1	-1	0%	-21%	8	-10%	20%	7%
O=C(OC1CCCCC1=O)c1ccc(F)c(S(=O)(=O)N2CCOCC2)c1 (configuration not stated)	.	-11%	27%	.	?	18%	.
CCCCOc1ccc(C(=O)NN2C(=O)NC3(CCCCC3)C2=O)cc1OC	.	-1%	-2%	.	?	5%	.
Cc1cccc(-c2nc(S(=O)(=O)c3ccc(F)cc3)c(NCCCN3CCOCC3)o2)c1	-2	2%	-8%	13	?	13µM*	-3%
CCOC(=O)/C(=N\Nc1ccc(C(C)=O)cc1)c1csc(Nc2ccccc2)n1	4	-5%	-1%	6	-11%	1%	2%
COC(=O)N1CC(C)N(C(=O)OC)CC1C (configuration not stated)	-3	-8%	-2%	33	6%	?	-2%
O=C(COc1ccccc1[N+](=O)[O-])N/N=C/C=C/c1ccco1	8	-19%	12%	39	78%[activator]	132%[activator]	-1%
O=C/C(=C\Nc1ccc(S(=O)(=O)CCO)cc1)c1nc2cc(Cl)ccc2o1	0	2%	47%[activator]	2	-6%	3%	-2%
Cc1ccc(NC(=O)N2CCCC2C(=O)Nc2ccc3c(c2)OCO3)cc1 (configuration not stated)	-8	2%	16%	2	1%	0%	4%
Cc1ccc(N(C)S(=O)(=O)c2cccc(C(=O)NNC(=O)c3ccncc3)c2)cc1	.	1%	50%[activator]	.	-25%	?	.
Cc1ccc(NS(=O)(=O)c2cc(N)ccc2Cl)c(C)c1	6	-1%	-14%	-8	12%	-1%	8%
Cc1nc(SCC(=O)NCC2CCCO2)c2oc3ccccc3c2n1 (configuration not stated)	-4	6%	-2%	-4	-13%	?	2%
O=C(Nn1cnnc1)c1cc2cc(Br)ccc2oc1=O	6	-2%	2%	-16	3%	-3%	-13%
COc1ccc(-n2cc(CN(C)CCO)c(-c3cccc(F)c3)n2)cc1	54*	-6%	-3%	107*	?	19%	1%
N=C1C(=O)OCC1c1ccccc1NC(=O)c1ccccc1 (configuration not stated)	-6	4%	12%	-16	19%	-13%	1%
COc1cc(NC(=O)Nc2ccc(C)cc2)cc([N+](=O)[O-])c1	24	-2%	85%[activator]	-2.2*	?	-74%	-1%
O=C(NCCC1=CCCCC1)C1CCN(S(=O)(=O)c2cccs2)CC1	-1	2%	-1%	7	?	-12%	1%
NC(=S)Nc1ccc(Oc2ccc(NC(N)=S)cc2)cc1	-3	-7%	8%	-16	1%	?	1%
C=CCn1c(SCC(=O)N(CC)CC)nc(O)cc1=O	-2	0%	10%	-21	10%	-20%	-1%
NC(=O)C[N+]1(CC#CC(O)(c2ccccc2)c2ccccc2)CCCC1	-2	-8%	-7%	23	20%	-15%	0%
Cc1cc(C)cc(NC(=O)CSc2nnc(CNC(=O)c3cccs3)o2)c1	5	-1%	-1%	-20	10%	70%[activator]	5%
COc1ccc(N2CCN(C(CNC(=O)C(=O)NCc3cccnc3)c3ccco3)CC2)cc1 (configuration not stated)	-8	4%	-21%	-15	-5%	2%	6%[11.5 µM]

Already shown: 5 of the compounds above.
SMILES	CHX counter	Tb PYK inh	AMA1-RON2 inh	Shiga toxin inh	Pf growth 48h	Pf growth 96h	LmPK inh
CCCCOc1ccc(C(=O)NN2C(=O)NC3(CCCCC3)C2=O)cc1OC	.	-1%	-2%	.	?	5%	.
Cc1cccc(-c2nc(S(=O)(=O)c3ccc(F)cc3)c(NCCCN3CCOCC3)o2)c1	-2	2%	-8%	13	?	13µM*	-3%
CCOC(=O)/C(=N\Nc1ccc(C(C)=O)cc1)c1csc(Nc2ccccc2)n1	4	-5%	-1%	6	-11%	1%	2%
COC(=O)N1CC(C)N(C(=O)OC)CC1C (configuration not stated)	-3	-8%	-2%	33	6%	?	-2%
O=C(COc1ccccc1[N+](=O)[O-])N/N=C/C=C/c1ccco1	8	-19%	12%	39	78%[activator]	132%[activator]	-1%

More entries
SMILES	CHX counter	Tb PYK inh	AMA1-RON2 inh	Shiga toxin inh	Pf growth 48h	Pf growth 96h	LmPK inh
OCCNC(=S)NCc1ccccc1	2	5%	-3%	2	1%	13%	1%
O=C(CN1CCOCC1)N1CCN(c2nnc(-c3ccccc3)c3ccccc23)CC1	-2	9%	0%	-16	-24%	.	1%
COc1ccc(-c2nc(SC(C)C(=O)Nc3ccc(NC(C)=O)cc3)n[nH]2)cc1 (configuration not stated)	.	-13%	13%	.	-1%	-5%	.
COc1ccccc1CNCC(c1ccccc1)c1ccccc1	-4	.	.	-12	0%	-41%	7%
COc1ccc(OC)c(S(=O)(=O)NCc2cn3ccsc3n2)c1	-1	-5%	26%	7	11%	7%	8%
O=C(Nc1nccs1)C1CCN(S(=O)(=O)c2c(Cl)cccc2Cl)CC1	-2	-6%	-4%	-6	-18%	.	-8%
CC1CC(C)CN(S(=O)(=O)c2ccc(C(=O)Nc3sccc3C(N)=O)cc2)C1 (configuration not stated)	-1	1%	8%	-2	?	?	0%
O=C(/C=C/c1cccc(F)c1)Nc1nccs1	47*	-2%	0%	117*	191%[activator]	.	-5%
COc1ccc(CN(C2CCCC2)S(=O)(=O)c2ccc(-n3cnnn3)cc2)cc1	-4	2%	-8%	28	?	.	9%
Cc1ccc(C)c2sc(NC(=O)CN3C(=O)CCC3=O)nc12	4	-3%	-6%	-11	16%	44%[activator]	-3%
Cc1cc2ccccn2c1C(=O)c1cccc(F)c1	-1	7%	-21%	21	18%	25%	-5%
CSc1nnc2c3ccccc3n(CCc3ccccc3)c2n1	-1	1%	-13%	13	?	?	0%
O=[N+]([O-])c1cccc(S(=O)(=O)NCCc2cccs2)c1	-5	-4%	7%	14	17%	10µM*	8%
O=C1NC(=S)N/C1=C\c1cccc([N+](=O)[O-])c1	6	0%	-1%	-8	.	?	1%
CCN(CCNC(=O)C1CCN(S(=O)(=O)c2cccc3nsnc23)CC1)c1ccccc1	4	0%	-3%	9	?	49%[activator]	-1%
CCC(=S)/C=C1\Sc2ccccc2N1CCCS(=O)(=O)O	-1	-11%	-1%	-12	0%	?	2%
C[C@H]1C[C@H]2[C@@H]3CCC4=CC(=O)C=C[C@]4(C)[C@@]3(Cl)[C@@H](O)C[C@]2(C)[C@@]1(O)C(=O)CO	-2	-6%&-11%	-2%	-5	9%&-18%	?	-6%
CN(C(=O)C1CCN(S(=O)(=O)c2cccs2)CC1)c1ccccc1	-1	4%	-10%	16	?	15%	1%
CCOC(=O)O[C@@H](C)OC(=O)[C@@H]1N2C(=O)[C@@H](NC(=O)[C@@H](N)c3ccccc3)[C@H]2SC1(C)C	.	3%[33.2 µM]	.	.	-2%[12.8 µM]	7%[12.8 µM]	.
Cc1csc2ncnc(N3CCN(C(=O)Nc4ccc(OC(F)(F)F)cc4)CC3)c12	1	3%	3%	24	?	?	-1%
CCn1c(SCC(=O)Nc2cccc(NC(C)=O)c2)nnc1-c1ccco1	-7	2%	6%	-17	4%	?	-2%
CCCc1nn2c(=O)cc(CSCC(=O)Nc3ccc(C)cc3)nc2s1	-2	1%	10%	7	-5%	?	-5%
COc1ccc2nc(NC(=S)NC(=O)c3ccco3)sc2c1	34*	1%	53%[activator]	127*	232%[activator]	-29%	-3%
CCN(CC)CCn1c(NCc2nc3ccccc3n2Cc2ccccc2)nc2ccccc21	-4	0%	27%	-9	.	3.7µM*	10%
COc1cc(/C=C2\SC(c3ccc(C)cc3)=NC2=O)cc(OC)c1O	-1	?	23%	-15	?	?	?
COC(=O)c1cc(S(=O)(=O)Nc2ccc(C)cn2)c[nH]1	-3	5%	15%	3	27%	?	-1%
Cc1ccc(C)c(N2C(=O)c3ccc(C(=O)OCC(=O)c4c(N)n(C)c(=O)n(C)c4=O)cc3C2=O)c1	-2	-2%	-6%	-5	16%	42%[activator]	5%
COc1cccc(CN2CCCC(C(=O)N3CCCCC3)C2)c1OC (configuration not stated)	-2	.	?	11	0%	-2%	-1%
O=C(Cn1c(=O)oc2ccccc21)NCCc1ccccc1	0	3%	-8%	-8	30%[activator]	27%	9%
COC(=O)c1ccc(CSc2cc(C)c3cc(C)cc(C)c3n2)o1	21	-8%	1%	17	122%[activator]	2%	-11%
Cc1ccc(-n2c(=O)[nH]c3cc(C(=O)NC4CCN(Cc5ccccc5)CC4)ccc3c2=O)cc1	-3	-4%	-5%	-3	?	-33%	-2%
O=S(=O)(NCC(c1ccc2c(c1)OCO2)N1CCOCC1)c1ccc(Br)cc1 (configuration not stated)	.	3%	7%	.	0%	-4%	.
Cc1ccc(S(=O)(=O)N(C)CC(=O)Nc2ccncc2)cc1	-1	0%	-10%	-15	-15%	?	3%

High-throughput results as filed in PubChem BioAssay.
